# Compound activity (PubChem)
# ABCB6 inh 2: ABCB6 transporter inhibitors, primary screen, K562-ABCB6 cells, flow cytometry, MLPCN library; K562-ABCB6 porphyrin accumulation, 1 h; stronger effect = lower value; hit rate 0.19% among 360,000; ATP-binding cassette sub-family B member 6 (Homo sapiens), Q9NP58; fluorescence ratio to DMSO, % at 10 µM;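 active = fluorescence ratio to DMSO below 75%, the collection mean minus 3 SD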;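 note: signal is porphyrin accumulated inside mitochondria; 100% equals median channel fluorescence of DMSO control wells; lower ratio means ABCB6 inhibition with less porphyrin fluorescence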
# Target sequence (Q9NP58 whole entry, looked up): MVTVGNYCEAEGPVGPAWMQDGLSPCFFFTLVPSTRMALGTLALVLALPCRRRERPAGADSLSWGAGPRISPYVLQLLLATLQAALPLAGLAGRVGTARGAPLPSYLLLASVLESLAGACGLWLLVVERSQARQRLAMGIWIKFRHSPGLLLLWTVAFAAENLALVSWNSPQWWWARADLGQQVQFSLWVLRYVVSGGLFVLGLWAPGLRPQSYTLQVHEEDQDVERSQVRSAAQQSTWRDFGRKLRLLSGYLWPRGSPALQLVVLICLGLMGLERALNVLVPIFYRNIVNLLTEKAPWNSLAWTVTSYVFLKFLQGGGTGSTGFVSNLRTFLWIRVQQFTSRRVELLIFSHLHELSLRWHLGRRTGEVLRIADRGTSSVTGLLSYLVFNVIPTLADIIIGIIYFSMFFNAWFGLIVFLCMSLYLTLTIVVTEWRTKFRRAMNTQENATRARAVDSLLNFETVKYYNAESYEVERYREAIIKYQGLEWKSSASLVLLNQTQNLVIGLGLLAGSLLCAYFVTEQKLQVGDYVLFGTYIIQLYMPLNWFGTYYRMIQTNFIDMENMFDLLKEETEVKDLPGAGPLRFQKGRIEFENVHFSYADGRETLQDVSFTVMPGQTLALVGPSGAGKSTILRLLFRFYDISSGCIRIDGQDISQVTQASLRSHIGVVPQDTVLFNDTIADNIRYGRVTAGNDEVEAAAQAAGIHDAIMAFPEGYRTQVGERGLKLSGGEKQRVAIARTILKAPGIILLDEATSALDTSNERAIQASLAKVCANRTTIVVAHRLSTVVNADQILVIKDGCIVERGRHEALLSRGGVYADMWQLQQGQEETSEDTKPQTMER
# Vif imaging: HIV Vif self-association inhibitors, primary screen, imaging, HEK293T, single point. HEK293T cells, Vif self-association by quenched fluorescence, 24 h. inhibition, % at 7.49 µM. hit rate 0.35% among 340,000. AID 602346, 2012; in the data active = inhibition above about 50%, passing the limit was not always enough; note: some results filed as inactive read as strong as hits
# Exocytosis inh: LAMP-1 surface exposure blockers, TALL-104 cells – cell-based, flow cytometry, MLPCN library, primary screen | TALL-104 LAMP-1 surface exposure; cells stimulated with thapsigargin and PMA | inhibition, % at 10 µM | hit rate 0.66% among 360,000;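 active = inhibition above about 55%, limit read from the data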
# aDG glyco up: activators of alpha-DG glycosylation, primary screen, uHTS, Pro5-aDG cells, AlphaScreen. alpha-DG glycosylation AlphaScreen (IIH6); 0% Pro5, 100% B10-LARGE cell signal. activation, % at 10 µM. hit rate 0.22% among 360,000. AID 624168, 2012;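 active = activation of at least 8% versus controls, or a plate z-score of at least 8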;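 note: Pro5 are CHO cells carrying HIG-tagged alpha-DG that lacks glycosylation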
# iPSC survival up: enhancers of single-cell hiPSC survival, primary screen, ATPlite luminescence; 100% = ROCK inhibitor wells, 0% = DMSO; survival enhancement, % at 20 µM; hit rate 0.044% among 360,000; in the data active = survival enhancement above about 18%;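 note: cells exposed to compounds for 16 hours before the ATP read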
# HTR2A ag: mouse Htr2a agonists via beta-arrestin recruitment, primary screen, cell-based, luminescence. CHO-K1 mHTR2A beta-arrestin complementation; percent of 30 µM serotonin response. activation, % at 7.6 µM. hit rate 0.66% among 360,000. AID 624169, 2012;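 active = activation above a run cutoff, the mean activation of all tested compounds plus 3 SD, cut at about 14% in these data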;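 note: 0% = plate median of compound wells and 100% = 30 µM serotonin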
# CaV13 ICDI inh: Disruptors of the CACNA1D IQ motif to Ca2+-dependent inactivation inhibitor domain association, primary screening, Förster resonance energy transfer in intact living …; HEK cells, CFP/YFP FRET ICDI-IQ, plate reader, 10 min; percent FRET-ratio fall versus neutral wells; inhibition, % at 12.3 µM; hit rate 0.098% among 340,000;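 active = mean replicate inhibition of at least 30% and at least 1% of replicates passing that level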;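 note: 0% = median of the neutral control wells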
# H9c2 protect: cardioprotection against H2O2-induced cell death, primary screen, uHTS, H9c2 cells, ATPLite luminescence; H9c2 cardiomyocytes, H2O2 injury protection, 2 h; protection from H2O2 cell death, % at 20 µM; hit rate 0.63% among 360,000;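 active = compounds giving at least 50% protection of heart cells from peroxide-induced death in the single-dose screen, raw or plate-pattern-corrected value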;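 note: 0% = DMSO wells with peroxide and 100% = DMSO wells without peroxide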
# N-glyco inh: increase of ERlucT glycosylation luciferase signal, primary screen, N-linked glycosylation inhibitor project, D54 ERlucT cells, luminescence, set 2. D54 ERlucT glycosylation luciferase reporter, 24 h; percent of 100 nM tunicamycin response. reporter increase, % at 12.5 µM. hit rate 0.23% among 360,000;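 active = mean luciferase reporter signal, scaled so untreated is 0 and the glycosylation-blocking control 100, at or above a set limit in every replicate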;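 note: luciferase carries N-glycosylation sites so blocking glycosylation raises the light; 0% = median of neutral control wells and 100% = median of 100 nM tunicamycin wells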
# PDI turbidity: inhibitors of human PDI, primary screen, biochemical, turbidity, single point, plate reader | PDI insulin aggregation turbidity, A650, 90 min | hit rate 0.052% among 350,000 | AID 588391, 2011 | inhibition, % at 10 µM;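 active = mean inhibition across replicates of 30% or more, whatever share of single replicates reach that level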;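 note: absorbance from insulin aggregation driven by PDI reduction with DTT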
# Starred values were filed as active, the others as inactive; i = inactive; / = not tested or not shown. Hits appear at their usual frequency; 3.1% or so of the library scored in one or more.
SMILES,ABCB6 inh 2,Vif imaging,Exocytosis inh,aDG glyco up,iPSC survival up,HTR2A ag,CaV13 ICDI inh,H9c2 protect,N-glyco inh,PDI turbidity
O=C(C1CCC(=O)N(C2CCCC2)C1)N1CCN(c2ccc(Cl)cc2)CC1 (centres undefined),97,-4,-1,0.0,-0.5,-1,-3,0,-2,4
CSc1nsc(SC)c1C(=O)Nc1ccc(Cl)cc1,99,0,-9,0.3,-0.1,-7,-5,-2,-3,-10
NC(=O)c1ccc(NC(=O)COC(=O)c2cc(S(=O)(=O)N3CCOCC3)ccc2N2CCCCC2)cc1,97,-9,2,0.1,0.0,5,1,1,1,0
O=c1c2ccsc2ncn1Cc1ccccc1F,106,0,6,0.0,0.2,4,-5,-10,0,1
N#CC1(C#N)C(c2ccccc2)OC23CCCCCC2C1(C#N)C(=N)O3 (centres undefined),95,-6,-1,0.0,3.5,4,-5,0,2,21
O=C(O)COc1cccc(NC(=O)c2ccccc2)c1,97,19,1,0.0,0.8,-3,-15,8,-2,0
C[C@H](O)[C@@H]1C(=O)N2CCc3ccc(-c4ccccc4)cc3[C@@H]2C[C@@H]1N(C)C(=O)c1cccnc1,98,/,-4,0.1,-1.7,1,-2,0,2,-1
Cc1cccc(NC(=O)/C=C/c2ccc([N+](=O)[O-])s2)c1,95,/,2,-0.3,-2.0,-3,-2,-5,-17,-24
O=C(CS(=O)(=O)c1ccccc1)Nc1ncc([N+](=O)[O-])s1,98,16,-3,-0.1,-0.5,1,-3,-5,3,1
CCOCc1[nH]c(=S)[nH]c(=O)c1Cc1ccc(OCC)cc1,96,-1,-2,0.0,-0.3,-5,2,0,3,-2
Cc1sc(N)nc1-c1ccccc1,100,-7,-4,0.0,-0.7,0,-1,-4,1,7
Cc1cc(NCc2cccnc2)no1,95,-2,-5,0.2,1.3,3,-4,-2,1,-1
O=C(Nc1ccc(Cl)c(Cl)c1)N1CC=C(c2ccccc2)CC1,93,/,-3,0.0,0.1,-6,-4,-18,1,2
COc1ccc(NC(=S)NCCC(c2ccccc2)c2ccccc2)c(OC)c1,97,-13,1,2.1,-3.6,8,/,-17,-3,6
CCCc1cc(C(=O)Nc2cc(OC)ccc2OC)cs1,94,-1,-3,0.1,-0.1,7,-6,-6,-1,3
COc1cccc(CN(C)C(=O)C2CSC3(C)CCC(=O)N23)c1OC (centres undefined),94,14,7,-0.2,-0.4,6,-14,8,1,12
Cc1cccc2cc(COC(=O)c3ccco3)c(=O)[nH]c12,101,64*,3,-0.3,0.0,2,-5,3,-1,11
O=C(Nc1ccccc1F)c1cccc(C(=O)Nc2ccccc2F)c1,99,-7,5,0.2,-0.2,4,-25,-4,-1,12
CCOC(=O)c1ccc(NC(=O)Oc2cc(C)c(Cl)cc2C(C)C)cc1,92,-6,-7,0.1,-0.6,0,-20,-12,0,5
C=CCn1cc(-c2ccccc2)cc(C#N)c1=O,99,3,9,-0.2,2.4,-1,/,16,0,-8
CCCN1CCN(C(=S)Nc2ccc([N+](=O)[O-])cc2)CC1,97,-4,0,0.0,-1.4,4,-2,-8,0,6
CC1(C)CC2(CC(C)(C)NC(=O)N2)NC(=O)N1,96,0,-1,0.2,7.7,4,/,11,2,5
COCCNC(=O)/C(C#N)=C/c1cc(C)n(-c2ccc(C)cc2)c1C,103,-6,11,0.6,-3.6,-3,-5,-18,-10,0
CCc1nc(N2CCOCC2)c(C#N)c2c1COC(C)(C)C2,99,-3,3,-0.1,-0.8,1,/,12,-1,-4

# Copied from the list.
# `Cc1cc(NCc2cccnc2)no1` – aDG glyco up = 0.2
# `O=C(C1CCC(=O)N(C2CCCC2)C1)N1CCN(c2ccc(Cl)cc2)CC1` (centres undefined) – aDG glyco up = 0.0
# `CCOC(=O)c1ccc(NC(=O)Oc2cc(C)c(Cl)cc2C(C)C)cc1` – Exocytosis inh = -7
# `O=C(Nc1ccccc1F)c1cccc(C(=O)Nc2ccccc2F)c1` – Exocytosis inh = 5
# `CSc1nsc(SC)c1C(=O)Nc1ccc(Cl)cc1` – iPSC survival up = -0.1

# Other structures
SMILES,ABCB6 inh 2,Vif imaging,Exocytosis inh,aDG glyco up,iPSC survival up,HTR2A ag,CaV13 ICDI inh,H9c2 protect,N-glyco inh,PDI turbidity
O=C(C(c1ccccc1)c1ccccc1)N1CCCc2ccccc21,98,3,4,0.2,-1.9,-6,-2,-26,-4,-2
Cc1ccc(-c2nn(-c3ccccc3)cc2/C=C(\C#N)C(=O)NCc2ccccc2)cc1,105,3,-1,-0.2,4.9,-3,-5,-1,-1,-3
COc1ccc(CCNC(=O)CN(CCc2ccccc2)S(C)(=O)=O)cc1OC,100,-19,-2,1.2,0.5,6,-8,-9,0,0
COC(=O)C1=C(C(=O)OC)[C@]2([C@@H]3CC=CCN[C@@H](Cc4ccccc4)C(=O)N3Cc3ccccc3)C=C[C@H]1O2,96,-3,13,0.3,1.1,-2,-3,3,-9,-2
COc1ccc(OCCC(=O)NCC23CC4CC(CC(C4)C2)C3)cc1,95,25,-1,-0.2,1.0,-3,-4,2,-5,-4
COc1ccc2c(c1)S/C(=C\C(=O)c1ccncc1)N2C,92,10,-3,-0.2,-0.7,-1,/,-15,6,0
Cn1ccsc1=NC(=O)c1ccccc1OC(F)F,106,10,-3,-0.2,-0.5,4,-7,1,2,-2
COc1ccc(C(CC(=O)N2CCCC2)c2ccc(F)cc2)cc1 (centres undefined),136,-6,-4,0.0,-0.1,4,-5,1,-3,4
Cc1ccccc1C(=O)NNC(=O)Cc1cccc2ccccc12,98,3,-5,-0.2,0.0,6,-9,3,-2,-36
CSCCC(NC(=O)c1ccccc1Cl)C(=O)NNC(=O)c1csc(N2CCOCC2)n1 (centres undefined),101,5,16,0.4,-0.4,-5,-6,6,5,-4
Cc1cn(CC(=O)NCCCn2ccnc2)c(=O)[nH]c1=O,99,-5,2,-0.1,1.4,-1,-7,12,1,6
N#CCCN(C(=O)COC(=O)c1ccc2c(c1)OCO2)c1ccccc1,100,2,9,0.0,-0.3,1,-6,5,-2,-7
CCC1Sc2ccc(S(=O)(=O)CCC(=O)NCc3ccco3)cc2NC1=O (centres undefined),100,-5,-13,0.1,-0.1,-3,-2,-2,2,3
O=C1CC(c2ccccc2)NN1 (centres undefined),100,3,-2,0.1,-3.4,1,-3,-2,1,-2
CN(C)S(=O)(=O)c1cccc(NC(=O)c2ccc(COc3ccccc3)cc2)c1,93,-25,58*,3.1*,-0.5,5,-4,-16,-8,1
COc1ccc(Cc2nc3ccc(C(=O)NCc4cc(C)no4)cc3o2)cc1OC,98,12,-2,0.1,-0.5,3,-5,-2,-1,-1
O=C(c1ccc(Cl)c(NC2=NC3CS(=O)(=O)CC3S2)c1)N1CCN(c2ccccc2)CC1 (centres undefined),88,1,6,-0.1,-0.1,6,-7,10,1,6
Cc1ccc(CSCC(=O)Nc2cc(S(=O)(=O)N3CCOCC3)ccc2OCC(F)(F)F)cc1,103,4,-1,0.1,3.7,-3,-6,-9,-2,10
CC1(C(=O)NS(=O)(=O)c2cccc(Cl)c2)CCN1C(=O)CC1CCCCC1 (centres undefined),98,/,2,-0.2,-2.8,5,-6,2,0,23
CSC1=C(C#N)C(c2ccc(C(C)C)cc2)CC(=O)N1 (centres undefined),95,-7,-2,0.0,4.4,0,-7,-12,-2,-7
CSc1cccc(NC(=O)Cc2ccccc2[N+](=O)[O-])c1,103,-2,7,0.0,0.3,-3,2,-5,0,-5
COCCNC(=O)c1ccccc1N(Cc1ccccc1)S(=O)(=O)c1ccccc1,93,15,37,-0.1,0.1,2,-13,-1,0,-6
CCNC(=S)N/N=C/c1cc(C)n(-c2ccc(Cl)cc2)c1C,96,6,0,0.0,-0.9,-6,1,-12,-5,4
Cc1ccc(S(=O)(=O)N2[C@@H](c3ccc(Cl)cc3)C(C(=O)OC(C)(C)C)=CC[C@H]2c2ccc(Cl)c(Cl)c2)cc1,97,12,-4,-0.1,-1.0,-2,-6,2,-9,/
CC(=O)Nc1cc(C(=O)NCc2ccco2)ccc1Sc1ccc(Cl)cc1,92,6,-5,0.0,5.2,-7,-3,-1,-5,-2
Cn1cnnc1SCC(=O)Nc1ccccc1Oc1ccccc1,97,-5,-2,0.0,0.0,-4,4,4,-1,0
COc1ccc(C2NC(=S)NC(C)=C2C(=O)N2CCOCC2)cc1 (centres undefined),98,1,-4,0.1,1.2,4,-4,4,1,-4
COC(=O)c1cccc(NC(=O)Cc2ccsc2)c1,94,-7,2,-0.1,-0.1,2,-21,-2,2,12
CCN1CCN(Cc2ccc(NC(=O)c3cc(NC(=O)c4cncc(-c5cccs5)c4)cc(OC)c3)cc2C(F)(F)F)CC1,109,-3,14,0.5,-4.2,-5,-2,-2,-10,-2
Cc1ccc(C2/C(=C(/O)c3ccc(OC(C)C)cc3)C(=O)C(=O)N2CCN2CCOCC2)cc1 (centres undefined),96,-3,-2,0.0,0.0,3,/,7,0,13
Cc1cccc(OCc2n[nH]c(=S)o2)c1C,100,-5,0,-0.3,-0.2,2,-16,0,5,9
CC1CCC/C(=C\Nc2ccc(C(=O)O)c(O)c2)C1=O (centres undefined),96,6,-6,0.0,-0.6,3,-3,0,2,6
COc1ccccc1NC(=O)COC(=O)CCC(=O)c1cccs1,105,1,-1,-0.2,-0.4,-3,-4,0,2,8
O=C(NCCCn1ccnc1)c1ccc(-c2cccc(Cl)c2Cl)o1,97,-2,-5,0.1,0.0,-14,1,-5,3,-1
CN1CCc2c(sc(NC(=O)c3ccc(S(=O)(=O)N4CCOCC4)cc3)c2C(N)=O)C1,108,i,-4,0.9,0.5,2,/,6,1,/
Cc1ccc2nc(SC(C)C(=O)NCc3ccc4c(c3)OCO4)[nH]c2c1 (centres undefined),97,-1,-2,-0.2,-1.2,1,-5,0,0,-8

# Exocytosis inh, entries above that show a hit
Structure | ABCB6 inh 2 | Vif imaging | Exocytosis inh | aDG glyco up | HTR2A ag | CaV13 ICDI inh | N-glyco inh | PDI turbidity
CN(C)S(=O)(=O)c1cccc(NC(=O)c2ccc(COc3ccccc3)cc2)c1 | 93 | -25 | 58* | 3.1* | 5 | -4 | -8 | 1

# Other results:
SMILES,ABCB6 inh 2,Vif imaging,Exocytosis inh,aDG glyco up,iPSC survival up,HTR2A ag,CaV13 ICDI inh,H9c2 protect,N-glyco inh,PDI turbidity
O=C(CCc1ccccc1)N1CCN(c2ccccc2F)CC1,97,-7,1,-0.2,-0.3,-1,-7,-5,2,10
c1cc(-c2nn[nH]n2)ccc1CN1CCCCC1,107,-3,3,0.0,-1.3,2,-7,8,0,4
Cc1ccc(S(=O)(=O)N(C)C)cc1NC(=O)CSc1nncs1,100,/,3,-0.4,-0.6,0,-6,13,2,0
Cc1cc(C)c(S(=O)(=O)Nn2cnnc2)c(C)c1,96,9,-2,0.3,0.8,4,-1,-3,3,-1
CN1c2ccccc2N(C)C1c1ccc2c(c1)OCO2,94,-10,0,-0.4,1.0,-3,-9,1,2,2
N[C@@H](Cc1ccccc1)C(=O)N1CCC(C(=O)NCC(=O)NCC(=O)O)CC1,82,-4,-6,0.0,-0.5,3,1,-1,-2,5
